# ELG1 genotox: induces genotoxicity in HEK293T cells with luciferase-tagged ELG1; HEK293T ELG1-luciferase reporter, luminescence, 16 h; Potency, µM (top dose mostly 46 µM), for the others: at the top dose activity change, positive = activation, actives largely listed as activators; hit rate 1.3% among 330,000; note: potency is the fitted concentration of half-maximal effect; % of control where 0% means no effect; nearly all actives have a fitted effect of over 60% in size
#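 Step 1: seed 2,000 HEK293T ELG1-luciferase cells per well. Step 2: add compound or DMSO, incubate 16 hr at 37 °C. Step 3: ONE-Glo, 30 min at room temperature, read luminescence.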
# Giardia kill: kills Giardia lamblia; AID 540267; Giardia lamblia trophozoite viability; activity change, % at 7.66 µM, hits read low; hit rate 0.15% among 340,000; in the data active = activity change below about -80%; inconclusive = between about -30% and that limit;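 note: parasites exposed to compound for two days anaerobically before the ATP read; % is set by controls: 0 for no effect and ±100 for the full control effect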
#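 Trophozoites 100 cells/well + cpd; 48 hrs, 37 deg C, anaerobic. ATPLite 1-Step added, 15-30 min RT, luminescence read (ATP-based viability).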
# Rab9 prom act: activators of Rab9 promoter; Huh7 Rab9 promoter-luciferase reporter, luminescence, 24 h; Potency, µM (series often up to 9.22 µM), without a hit: at the top dose activation, negative = inhibition, usual class: activators; hit rate 2.8% among 320,000; AID 485297; note: potency is the fitted concentration of half-maximal effect; % of control where 0% means no effect; nearly all actives have a fitted effect of over 60% in size
#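 Luminescence read-out: Huh7 cells stably expressing Rab9-luciferase, treated 24 h with compound at 37 °C, then lysed with luciferase reagent for 10 min at ambient before reading.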
# NPC1 prom act: NPC1 promoter activation; Potency, µM (highest dose often 9.22 µM), without a hit: at the top dose activation, most hits filed as activators; hit rate 2.4% among 320,000; Huh7 NPC1 promoter luciferase reporter, 24 h;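 note: potency is the fitted concentration of half-maximal effect; % of control where 0% means no effect; nearly all actives have a fitted effect of over 60% in size; reporter is driven by a mutant NPC1 promoter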
#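 Huh7 cells stably carrying NPC1 promoter–luciferase, plated in Opti-MEM with 10% FBS for 2 h, were exposed to compound in DMSO for 24 h at 37 °C; luciferase reagent was added for 10 min and luminescence read.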
# BRCA1 expr up: increases BRCA1 expression; Potency, µM (doses to about 46.1 µM), inactives show at the highest dose activation, most hits filed as activators; MCF7-BRCA1-FFLuc reporter, luminescence, 48 h; response scale: scaled: vehicle 0%, 10 µM genistein 100%; AID 624202; hit rate 1.1% among 380,000; note: potency is the fitted concentration of half-maximal effect; nearly all actives have a fitted effect of over 80% in size; some results filed as inactive show a strong effect at the top dose
#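 Quantitative HTS in MCF7 cells stably reporting BRCA1 expression via firefly luciferase. Compound treatment lasts 48 h at 37 °C in phenol-red free MEM. Activation is expressed relative to genistein at 10 microM and DMSO.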
# Menin MLL FP TR: menin-MLL binding inhibition, Texas Red mutant peptide | O00255 | Menin + Texas Red MLL mutant peptide, fluorescence polarization | Potency, µM (top dose mostly 61.6 µM), without a hit: at the top dose FP activity change, negative = inhibition, usual class: inhibitors | hit rate 0.23% among 270,000 | AID 1768; active = well fitted inhibition curve with a large enough effect in the polarisation, with a control signal flat, not every such curve was filed as active; inconclusive = small, poorly fitted or top-dose-only effect, or effect the other way, or a change in a side signal; inactive = no such curve, though single readings can be large or run the other way; the % refers to the polarisation; note: potency is the fitted concentration of half-maximal effect; % of control where 0% means no effect; many of its hits are not listed in these tables
# VP16 counter: Gal4-VP16 reporter inhibition counter-screen; Drosophila S2 Gal4-VP16 UAS-luciferase, luminescence, 20 h; Potency, µM (doses to about 53.6 µM), inactives show top-dose activity, negative = inhibition, most hits filed as inhibitors; hit rate 3.5% among 310,000; AID 2546;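 note: Gal4-VP16 expression switched on by copper sulfate through the metallothionein promoter; potency is the fitted concentration of half-maximal effect; % is set by controls: 0 for no effect and ±100 for the full control effect; nearly all actives have a fitted effect of over 50% in size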
# PKM2 activator: activators of human pyruvate kinase M2; P14618; purified PKM2, Kinase-Glo ATP luminescence, activation; response scale: 0% is enzyme alone, no compound; Potency, µM (series often up to 57.5 µM), without a hit: at the top dose activation, most hits filed as activators; hit rate 0.34% among 260,000; AID 1631; note: potency is the fitted concentration of half-maximal effect; % is set by controls: 0 for no effect and ±100 for the full control effect; nearly all actives have a fitted effect of over 55% in size
# Target sequence (P14618 whole entry, looked up): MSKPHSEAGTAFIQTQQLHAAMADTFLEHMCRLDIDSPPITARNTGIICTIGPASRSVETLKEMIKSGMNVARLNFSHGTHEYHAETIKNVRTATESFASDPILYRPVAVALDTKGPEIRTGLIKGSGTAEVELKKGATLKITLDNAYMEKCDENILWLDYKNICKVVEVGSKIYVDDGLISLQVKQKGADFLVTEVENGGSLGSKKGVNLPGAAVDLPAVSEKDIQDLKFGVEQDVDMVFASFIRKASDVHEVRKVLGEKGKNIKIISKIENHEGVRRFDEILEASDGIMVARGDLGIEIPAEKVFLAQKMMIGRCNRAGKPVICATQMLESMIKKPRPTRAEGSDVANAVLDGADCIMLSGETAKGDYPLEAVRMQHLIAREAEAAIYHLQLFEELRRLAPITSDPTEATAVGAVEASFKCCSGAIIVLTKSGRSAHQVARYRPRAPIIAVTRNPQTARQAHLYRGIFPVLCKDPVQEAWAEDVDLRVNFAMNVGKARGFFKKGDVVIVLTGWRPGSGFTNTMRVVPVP
#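 Kinase-Glo luminescence reports ATP generated from ADP (0.1 mM) and PEP (0.5 mM) by purified hPK-M2 after 1 h at room temperature, pH 7.2 imidazole buffer; intermediate enzyme activity allows detecting inhibitors and activators.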
# p53 reactivation: re-activators of mutant p53 | Potency, µM (series often up to 92.2 µM), without a hit: at the highest dose activity change, positive = activation, actives largely listed as activators | AID 504706 | hit rate 0.063% among 320,000 | H1299 p53-A138V BP100-luciferase reporter, luminescence, 24 h; note: potency is the fitted concentration of half-maximal effect; % of control where 0% means no effect; nearly all actives have a fitted effect of over 45% in size
#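 p53-null H1299 cells stably carrying temperature-sensitive p53-A138V and a BP100-luciferase reporter were pinned with compounds (4-point, 1:5 series) and held 24 hrs at 37 deg C. Luminescence was read 10 min after detection reagent.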
# FLuc counter: firefly luciferase modulation, counter-screen for miR-21 project. Potency, µM (titrated, usually from 57.5 µM), without a hit: at the highest dose activity change, negative = inhibition, usual class: inhibitors. P08659. hit rate 6.9% among 360,000. purified FLuc, Km substrates, luminescence inhibition;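 note: potency is the fitted concentration of half-maximal effect; plate controls were vehicle for no effect and reference inhibitor for full effect; nearly all actives have a fitted effect of over 55% in size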
#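 Purified P. pyralis luciferase, 10 nM final, with Km-level 10 uM D-luciferin and 10 uM ATP in 50 mM Tris acetate pH 7.5, 10 mM Mg acetate, 0.01% Tween-20, 0.05% BSA; 6-point qHTS titration about 60 µM downward; luminescence read.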
# RORg inh: blocks mouse ROR gamma transcriptional activity; Drosophila S2 Gal4-RORgamma UAS-luciferase reporter, 20 h; hit rate 5.4% among 310,000; Potency, µM (top dose mostly 53.6 µM), without a hit: at the top dose activity change, negative = inhibition, hits mostly inhibitors; P51450; note: potency is the fitted concentration of half-maximal effect; % is set by controls: 0 for no effect and ±100 for the full control effect; nearly all actives have a fitted effect of over 60% in size
# Target sequence (P51450 whole entry, looked up, the tested form may be a part): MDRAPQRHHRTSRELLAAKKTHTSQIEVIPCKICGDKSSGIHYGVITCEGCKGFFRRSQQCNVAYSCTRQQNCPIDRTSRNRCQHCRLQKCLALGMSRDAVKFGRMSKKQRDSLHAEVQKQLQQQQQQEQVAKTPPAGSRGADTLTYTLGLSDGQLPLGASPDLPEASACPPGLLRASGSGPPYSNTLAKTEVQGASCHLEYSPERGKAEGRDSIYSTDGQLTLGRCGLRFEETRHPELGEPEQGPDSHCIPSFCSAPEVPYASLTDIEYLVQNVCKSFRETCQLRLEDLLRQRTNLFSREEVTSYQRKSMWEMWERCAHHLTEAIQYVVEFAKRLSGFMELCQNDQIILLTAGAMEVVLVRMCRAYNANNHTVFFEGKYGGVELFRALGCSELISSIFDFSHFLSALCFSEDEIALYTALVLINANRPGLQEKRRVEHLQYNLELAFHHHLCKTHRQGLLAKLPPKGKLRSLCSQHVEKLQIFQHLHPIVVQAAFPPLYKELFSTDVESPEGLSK
#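 Luminescence from a UAS-regulated Photinus luciferase reporter in stably transfected Drosophila Schneider cells is measured; decreased signal marks ROR gamma inhibition. Fusion expression is induced by 700 uM copper sulfate for 20 hr.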
# * hit, by the source's call; ? = inconclusive; / = no result given; & = joins results of further samples; [ ] = dose if it differs, or a comment. Unless noted, calls come from the whole dose curve; as a rule, active = well fitted curve in the direction sought with a large enough effect; inconclusive = small, poorly fitted or top-dose-only effect, or another doubt; inactive = no such curve, though single readings can be large; an effect the other way counts as inactive or inconclusive. An excerpt, so the mix of outcomes need not match the whole.
SMILES,ELG1 genotox,Giardia kill,Rab9 prom act,NPC1 prom act,BRCA1 expr up,Menin MLL FP TR,VP16 counter,PKM2 activator,p53 reactivation,FLuc counter,RORg inh
CCCc1cc(=O)[nH]c(SCC(=O)NN(c2ccccc2)c2ccccc2)n1,-4%,-26,0%,-3%,0%,-12%,-19%,8%,-4%,?,-2%
COc1ccc(OC)c(C(=O)N2CCCC(Nc3ccc(F)cc3)C2)c1 (centres undefined),3%,-1,7%,-1%,12%,-1%,-4%,2%,-6%,0%,11%
COC(=O)c1ccc(C(=O)OC)c(NC(=O)COC(=O)C2CCCCC2)c1,1%,-10,2%,7%,1%,0%,-1%,-16%,-7%,-1%,?
O=C1N=C(N2CCOCC2)S/C1=C/c1cc2c(cc1[N+](=O)[O-])OCO2,?,-8,?,-1%,-12%,/,-20%,2%,?,2%,-4%
O=C(O)c1ccc(-c2nc(-c3cccc(C(F)(F)F)c3)cs2)cc1,4%,13,-2%,24%,-2%,?,-7%,-6%,-6%,?,3%
O=C(CN1CCOCC1)NCc1ccccc1Cl,-1%,5,-1%,0%,-1%,/,1%,/,-2%,?,-1%
Cn1c(Cn2c(=O)sc3ccccc32)nnc1SCC(=O)NCC1CCCO1 (centres undefined),2%,6,2%,-1%,20%,18%,-4%,0%,11%,1%,-10%
O=C(C1CC1)N1N=C(c2ccc(F)cc2)CC1(O)C(F)(F)F (centres undefined),0%,9,4%,-3%,-30%,1%,8%,2%,/,2%,-20%
CCCCNC(=O)Nc1ccccc1C(=O)Nc1ccc(OC)cc1,8%,13,13%,2%,11%,-4%,16%,-8%,5%,11µM*,33%
O=C(CN1C(=O)c2cccc3cccc1c23)N1CCN(c2cccc(Cl)c2)CC1,0%,14,0%,-2%,0%,0%,-3%,0%,3%,6%,-12%
CCOc1ccccc1NC(=O)c1ccc2ccccc2c1,0%,-18,?,?,33%,24%,?,0%,16%,21µM*,26%
COc1ccc(Cc2nc3ccc(C(=O)NCCc4cccc(C)n4)cc3o2)cc1,-6%,-5,-18%,-3%,1%,/,-5%,/,10%,-2%,45%
O=C(O)c1csc(-c2cccc(Cl)c2)n1,5%,14,4%,-5%,-26%,/,5%,-2%,-1%,?,0%
COc1ccccc1NC(=O)CSc1nnc(Cc2cc(=O)[nH]c(=O)[nH]2)n1-c1ccccc1,-3%,18,-1%,-3%,-8%,4%,14%,-3%,-3%,-2%,-16%
Nn1c(SCC(=O)Nc2ccc3c(c2)OCO3)nnc1-c1ccc(Cl)cc1,-1%,-20,2%,1%,4%,7%,-10%,-1%,-14%,1%,-13%
CCOc1ccc(Cc2nnc(SCC(N)=O)n2C)cc1,-1%,-5,1%,-3%,-11%,3%,16%,4%,-5%,5%,-24%
COc1cc(C2c3c(-c4cc(C)cc(C)c4O)n[nH]c3C(=O)N2CCCO)cc(OC)c1OC (centres undefined),2%,-1,-1%,-3%,-23%,14%,-4%,1%,-4%,4%,-14%
O=C(Nc1ccc(Cl)cc1)N1CCN(c2ccc3nnc(-c4ccc(F)cc4)n3n2)CC1,-42%[inhibitor],-5,-5%,-1%,-79%&-48%,?,-6%[0.365 µM],10%,-15%,-10%,32%
Cc1ccc(Cl)cc1N(CC(=O)N1CCCCCC1)S(C)(=O)=O,2%,13,6%,1%,-1%,1%,-5%,-1%,-8%,1%,-11%
O=[N+]([O-])c1ccc(SCc2c(F)cccc2Cl)nc1,4%,11,-2%,-2%,27%,/,8%,13%,10%,-12%,?
NCCCCCc1nnc(SC/C=C/c2ccccc2)o1,5%,-6,0%,2%,-28%,-1%,-20%,-2%,5%,-1%,-2%
O=C(COc1cccc(F)c1)Oc1ccc(C(=O)c2ccccc2)cc1,3%,3,-1%,0%,26%,49%[activator],2%,-1%,-3%,5%,?
Cc1ccc(Cn2ncc(Cl)c(Cl)c2=O)cc1,-16%,-19,-7%,-14%,-72%,-16%,?,7%,-33%[inhibitor],0%,?
CCOc1ccc(C2C(C#N)=C(N)Oc3cc(O)ccc32)cc1OCC (centres undefined),1%,-13,-3%,1%,-13%,20%,4%,-6%,/,0%,44%
CC(=O)Nc1cccc(NC(=O)CSc2nccn2Cc2ccco2)c1,0%,-1,1%,3%,-1%,/,0%,-2%,17%,-2%&-3%,0%
# Continuation:
SMILES,ELG1 genotox,Giardia kill,Rab9 prom act,NPC1 prom act,BRCA1 expr up,Menin MLL FP TR,VP16 counter,PKM2 activator,p53 reactivation,FLuc counter,RORg inh
COc1ccc(NC(=O)COC(=O)Cc2c(F)cccc2Cl)cc1OC,-5%,-24,-28%,-3%,0%,33%[activator],-19%,0%,-3%,-20%,?
Cc1ccc(C(=O)NCC(=O)NCc2cc(=O)n(C)c(=O)n2C)cc1,0%,13,-1%,3%,24%,2%,3%,/,-2%,0%,-11%
COC(=O)c1cccc(Nc2nc(-c3ccncc3)nc3ccccc23)c1,-9%,-29,2%,-7%,-9%,21%,4%,/,11%,-2%,?
CC(=O)Nc1ccc(S(=O)(=O)Nc2ccc(S(=O)(=O)N3CCCC3)cc2)cc1,-3%,5,1%,-1%,7%,12%,1%,16%,2%,1%,1%
CN(C)c1cccc(C(=O)NNC(=O)/C=C/c2cccs2)c1,4%,4,4%,14%,6%,/,/,/,6%,?,/
COc1ccc(NC(=O)N(Cc2cc3cc(OC)ccc3[nH]c2=O)CC2CCCO2)cc1 (centres undefined),-6%,-5,4%,0%,-31%,-14%,-8%,7%,-9%,-6%,-2%
COc1ccc2occ(C(=O)c3ccc(N)cc3)c2c1,?,3,0.63µM*,1.4µM*,?,26%,-4%,/,9%,6µM*,3%
O=C1NC2(CCCc3ccccc32)C(=O)N1CCOc1ccc(Br)cc1 (centres undefined),-4%,9,0%,0%,-40%,8%,1%,-1%,-2%,5%,24%
CCc1nn(CC(=O)NCCN2CCN(C)CC2)c(=O)c2cc3c(OC)cccc3n12,-1%,15,0%,0%,-1%,-15%,-4%,/,-4%,-2%,-18%
COc1ccc(CCC(=O)O)c(O)c1,-2%,18,-2%,-2%,16%,/,1%,5%,-2%,3%,1%
Nc1cccc(-c2ccc(CO)o2)c1,8%,0,0%,0%,28%,-2%,1%,1%,6%,17µM*,?
Cc1ccc(/C=N/NC(=O)CN2CCN(Cc3ccccc3Cl)CC2)o1,-11%,-13,0%,1%,6%,/,3%,2%,-4%,5%,-24%
c1ccc2c(-c3csc(-c4ccncc4)n3)c[nH]c2c1,?,-24,?,1%,45%,?,?,1%,4%,7.6µM*,-24%
Cc1onc(-c2ccccc2)c1C(=O)NC(=S)NNC(=O)c1ccccc1O,15%,-16,-27%,-25%,-76%,?,-27%,-1%,?,-18%,-14%
CCOC(=O)CSc1nc(N2CCOCC2)c2c(c1C#N)CC(C)(C)OC2,-7%,-26,-10%,-3%,-21%,-24%,-4%,/,-1%,0%,4%
COc1ccc(N2CCN(C(=O)NCc3ccc(C)cc3)CC2)cc1,-7%,-11,2%,-5%,-33%,-17%,3%,2%,4%,2%,4%
O=C1CSC(c2cccc([N+](=O)[O-])c2)N1CCc1ccccc1 (centres undefined),-5%,-6,2%,-5%,-2%,-6%,3%,2%,20%,0%,-1%
COc1ccc(C2C3(C#N)C(N)=NC(OC)(OC)C23C#N)cc1 (centres undefined),-2%,-17,-5%,-1%,-16%,25%,-4%,-4%,5%,-4%,5%
CCN(CC)CCCOc1ccc(Cl)c(Cl)c1,-3%,-5,2%,0%,-25%,-8%,4%,-4%,0%,-2%,-6%
O=C(NCc1ccccc1)NC1CCCCC1,?,-4,10%,26%,?,1%,19%,-6%,?,-17%,30%
CC(C)CCN(C(=O)COc1ccc(C#N)cc1)c1c(N)n(Cc2ccccc2)c(=O)[nH]c1=O,-8%,/,-13%,5%,/,-3%,9%,4%,12%,0%,6%
CCN(CC(=O)Nc1ccccc1C(F)(F)F)C(=O)c1ccc2c(=O)n3c(nc2c1)CCC3,0%,7,-1%,0%,-1%,/,/,/,-1%,0%,/
COc1cc(/C=N/NC(=O)Cc2ccccc2)cc([N+](=O)[O-])c1O,-4%,10,0%,3%,-2%,21%,1%,0%,?,-18%,3%
CC1Cc2ccccc2N1C(=O)COC(=O)CCc1nc2ccccc2c(=O)[nH]1 (centres undefined),0%,-4,-5%,-7%,0%,-11%,8%,-1%,-2%,-1%,8%

# Source: PubChem (National Center for Advancing Translational Sciences (NCATS))
